Pin1 inhibitor – human Pin1 inhibition; Q13526; Pin1 FP peptide displacement, HiFluor488, 10 min; Potency, µM (doses to about 115 µM), without a hit: at the highest dose activity, negative = inhibition, most hits filed as inhibitors; 390,000 tested, 0.009% active; active = well fitted inhibition curve with a large enough effect in the polarisation, with a control signal flat, not every such curve was filed as active; inconclusive = small, poorly fitted or top-dose-only effect, or effect the other way, or a change in a side signal; inactive = no such curve, though single readings can be large or run the other way; the % refers to the polarisation; also: % is scaled to controls: 0 for no effect and ±100 for the full control effect
rTrxR1 inhibitor – rat TrxR1 inhibition; O89049; recombinant rTrxR1, NADPH fluorescence consumption, selenite substrate; Potency, µM (series often up to 114 µM), without a hit: at the highest dose activity change, negative = inhibition, usual class: inhibitors; 390,000 tested, 1% active; also: % is scaled to controls: 0 for no effect and ±100 for the full control effect; nearly all actives have a fitted effect of over 65% in size
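Rat TrxR1 (90 nM in the dispensed reagent) was pre-reduced with 400 uM NADPH for 5 min at room temperature, then incubated with compound for 15 min. After 400 uM selenite was added, NADPH fluorescence (Ex 340/Em 450 nm) was followed for 8 min.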
HP1b chromo inh – inhibitors of HP1-beta chromodomain binding to methylated histone tails. P83916. AlphaScreen HP1-beta / biotin-H3K9me3 peptide binding. Potency, µM (series often up to 114 µM), without a hit: at the top dose activity change, negative = inhibition, actives largely listed as inhibitors. 390,000 tested, 0.56% active. AID 540317; also: nearly all actives have a fitted effect of over 70% in size; inactives centre near 23
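Compound inhibition of the preformed complex between 50 nM HP1-beta and 50 nM biotinylated H3K9me3 peptide was read by AlphaScreen. Buffer was PBS pH 7.4 with 0.01% Tween-20. Incubations ran 30 min at room temperature, with 10 ug/mL donor/acceptor beads.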
ERG Ets-DNA blk – inhibitors of human ERG Ets domain-DNA interaction. AID 624246. Potency, µM (doses to about 76.9 µM), inactives show top-dose FP activity, negative = inhibition, most hits filed as inhibitors. 370,000 tested, 0.028% active. fluorescence polarization, His-ERG Ets domain / labelled DNA. P11308; active = well fitted inhibition curve with a large enough effect in the polarisation, with a control signal flat; inconclusive = small, poorly fitted or top-dose-only effect, or effect the other way, or a change in a side signal; inactive = no such curve, though single readings can be large or run the other way; the % refers to the polarisation;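 also: polarization taken with two DNA probes labelled with fluorescein and Texas red; % of control where 0% means no effect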
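His-tagged ERG Ets domain (1 uM in the protein solution; 300mM KCl, 50mM Tris-HCl, 1mM EDTA, 1mM DTT, pH 7.5) received compound, then a probe mix of 5 nM fluorescein-DNA and 100nM Texas-615-DNA. Fluorescence polarization was read for both dyes.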
12-LOX inh – ALOX12 (human) lipoxygenase inhibition. P18054. purified 12hLO, xylenol orange hydroperoxide absorbance. Potency, µM (highest dose often 108 µM), without a hit: at the highest dose activity change, negative = inhibition, most hits filed as inhibitors. 580,000 tested, 1.1% active; also: % is scaled to controls: 0 for no effect and ±100 for the full control effect
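Purified human 12hLO at 150 nM in 25 mM Hepes, 0.01% Triton X-100, pH 7.0, preincubated 15 min at room temperature with compound. Reaction started with 40 uM arachidonic acid, 30 min at room temperature. Hydroperoxide measured by Fe-xylenol orange, 573/405 nm absorbance ratio.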
GLS inh – inhibitors of human glutaminase (GLS); O94925; GLS enzymatic activity, qHTS titration; Potency, µM (titrated, usually from 45.5 µM), inactives show at the highest dose activity change, negative = inhibition, most hits filed as inhibitors; 410,000 tested, 0.21% active; also: % is scaled to controls: 0 for no effect and ±100 for the full control effect
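Read-out is an Amplex red fluorescence increase coupled through glutamate oxidase and HRP, measured before and after 30 min room-temperature incubation. hKGA is in 45 mM KH2PO4 (pH 8.2) with 0.02% Tween-20; glutamine added as 1mM solution.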
RGS4 inh – inhibitors of human regulator of G protein signaling 4 | 390,000 tested, 0.039% active | Potency, µM (series often up to 114 µM), for inactives: at the top dose activity change, negative = inhibition, usual class: inhibitors | AID 504845 | Transcreener GDP fluorescence polarization, RGS4-accelerated GTP hydrolysis | P49798; also: % is scaled to controls: 0 for no effect and ±100 for the full control effect; nearly all actives have a fitted effect of over 75% in size; some results filed as inactive show a strong effect at the top dose
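MLSMR compounds (23 nl, pin-transferred) preincubated 10 min at room temperature with a 500nM (2x) first reagent, then RGS4 at 900nM (2x) plus Transcreener GDP mix added; fluorescence polarization (620/688 nm) read before and after 90 min at 30 °C.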
Tb PGK inh – inhibitors of T. brucei phosphoglycerate kinase. P07378. PGK/GAPDH coupled, Kinase-Glo luminescence, 60 min. Potency, µM (doses to about 57.5 µM), inactives show top-dose activity change, negative = inhibition, actives largely listed as inhibitors. 380,000 tested, 0.043% active; also: % is scaled to controls: 0 for no effect and ±100 for the full control effect; nearly all actives have a fitted effect of over 60% in size
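Luminescent ATP detection (Kinase-Glo Plus) follows a 60-minute room-temperature incubation, with wells lacking PGK as controls. Buffer: 100 mM TEA (pH 7.6), 5 mM MgCl2, 0.01% Tween-20. Coupling enzyme GAPDH (100 nM final) supplies unstable 1,3-BPG in-well.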
JMJD2A Tudor – inhibitors of human JMJD2A Tudor domain | O75164 | AlphaScreen JMJD2A-Tudor / H3K4me3 peptide binding | Potency, µM (series often up to 114 µM), for inactives: top-dose activity change, negative = inhibition, most hits filed as inhibitors | 390,000 tested, 4.4% active | AID 504339; also: % is scaled to controls: 0 for no effect and ±100 for the full control effect; nearly all actives have a fitted effect of over 50% in size
Target sequence (O75164 whole entry, looked up, the tested form may be a part): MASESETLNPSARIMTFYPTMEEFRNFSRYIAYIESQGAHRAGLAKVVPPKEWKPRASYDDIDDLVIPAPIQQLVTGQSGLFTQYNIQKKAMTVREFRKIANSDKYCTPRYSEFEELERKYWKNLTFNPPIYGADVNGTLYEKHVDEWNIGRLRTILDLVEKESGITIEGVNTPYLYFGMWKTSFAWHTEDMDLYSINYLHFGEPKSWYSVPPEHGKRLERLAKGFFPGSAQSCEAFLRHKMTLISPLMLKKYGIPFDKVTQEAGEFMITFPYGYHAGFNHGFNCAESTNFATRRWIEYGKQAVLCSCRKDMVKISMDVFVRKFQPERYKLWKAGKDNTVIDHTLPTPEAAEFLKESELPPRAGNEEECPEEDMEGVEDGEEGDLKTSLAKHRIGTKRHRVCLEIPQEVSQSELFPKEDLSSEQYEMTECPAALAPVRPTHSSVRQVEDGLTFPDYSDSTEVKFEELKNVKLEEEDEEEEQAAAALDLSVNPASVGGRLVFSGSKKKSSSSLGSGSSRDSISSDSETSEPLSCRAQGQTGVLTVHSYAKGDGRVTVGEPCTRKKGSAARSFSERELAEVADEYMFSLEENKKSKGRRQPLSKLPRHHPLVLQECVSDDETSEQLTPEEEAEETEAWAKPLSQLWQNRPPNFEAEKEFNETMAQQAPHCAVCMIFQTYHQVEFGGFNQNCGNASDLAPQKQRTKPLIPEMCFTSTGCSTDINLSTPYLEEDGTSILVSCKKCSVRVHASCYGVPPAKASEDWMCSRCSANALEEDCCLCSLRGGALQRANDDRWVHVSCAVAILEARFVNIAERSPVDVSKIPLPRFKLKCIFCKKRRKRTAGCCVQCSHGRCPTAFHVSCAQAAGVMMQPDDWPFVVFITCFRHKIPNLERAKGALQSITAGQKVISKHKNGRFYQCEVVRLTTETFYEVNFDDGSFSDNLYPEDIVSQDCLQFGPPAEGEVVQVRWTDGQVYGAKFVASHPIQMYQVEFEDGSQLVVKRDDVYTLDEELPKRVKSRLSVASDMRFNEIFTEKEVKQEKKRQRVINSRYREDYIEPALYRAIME
Active calls of the source: *; i = inactive; ? = inconclusive; / = no result given; & = joins results of further samples; [ ] = remark or other dose. Unless noted, calls follow the shape of the dose curve; as a rule, active = well fitted curve in the direction sought with a large enough effect; inconclusive = small, poorly fitted or top-dose-only effect, or another doubt; inactive = no such curve, though single readings can be large; an effect the other way counts as inactive or inconclusive. Potency is read from the fitted curve at half-maximal effect. A portion of the library; rates above refer to the full screens.

SMILES | Pin1 inhibitor | rTrxR1 inhibitor | HP1b chromo inh | ERG Ets-DNA blk | 12-LOX inh | GLS inh | RGS4 inh | Tb PGK inh | JMJD2A Tudor
CS(=O)(=O)N1CCN(c2ccccc2NC(=O)c2cccnc2)CC1 | 3% | -9% | 34% | -10% | 0% | -4% | -36% | -7% | 0%
Cc1cccc(C(=O)Nc2c(C#N)c(C)c(C)n2Cc2ccccc2)c1 | 1% | 12%[57.1 µM] | 17% | 3% | 142%[activator] | 15% | -24% | -3% | -16%
O=C(O)Cn1c(=O)cnc2ccccc21 | -2% | -15% | 24% | 11% | 0% | -7% | 5% | -6% | -28%
Cc1oc(-c2ccc(Cl)cc2)nc1CN1CCCC(C(=O)NC2CC2)C1 (stereo not given) | -1% | 3%[57.1 µM] | -13% | -1% | -8% | 10% | -56%[56.9 µM] | -4% | ?
C1CC1C(=NN=C(C1CC1)C1CC1)C1CC1 | -1% | -1%[2.29 µM] | 27%[57 µM] | -2% | 9% | -3% | -10% | -1% | -9%
CC(=O)Nc1ccc(S(=O)(=O)N2CCN(C(=O)N3CCCC3)CC2)cc1 | 0% | 25%[57.1 µM] | 20% | -8% | -21% | -1% | 14% | 1% | -3%
COc1ccc(-c2nnc(NC(=O)c3ccco3)s2)cc1 | ? | -15%[57.1 µM] | 68%[activator] | -4% | -24% | -6% | 16% | 10% | -25%
COc1ccc(NC(=O)C2CCCN(S(=O)(=O)c3cccnc3)C2)cc1 (stereo not given) | -11% | -4% | 34% | -9% | 0% | -1% | 21% | 1% | 4%
COc1ccc(-c2cc(C(=O)NNC(=O)c3csc(N4CCOCC4)n3)c3ccccc3n2)cc1OC | 12% | 12%[57.1 µM] | 44%[activator] | 12% | -1% | 16% | -1% | -4% | -3%
CCNc1nc(NC(C)(C)C)nc(Oc2ccc(=O)n(-c3ccccc3)n2)n1 | 5%&2% | 17%&-13% | 54%&12%[activator] | -6%&-1% | 18%&-17% | 1%&1% | -25%&-9% | 0% | -19%&-14%
Cc1ccc2c(c1)C(c1ccccc1)N(C(=O)c1ccccc1F)CC(=O)N2 (stereo not given) | -11% | 5% | 20% | -3% | 0% | -12% | 9% | i | -18%
C[C@H](NC(=O)c1nc[nH]c1C(=O)NCC(=O)OCc1ccccc1)C(=O)OC(C)(C)C | -4% | 7%[57.1 µM] | 39% | -9% | 17% | -5% | 1% | -4% | -13%
COc1ccccc1NS(=O)(=O)c1ccc(C(=O)Nc2ncccc2O)cc1 | 2% | 5% | 17% | -25% | / | 28% | -5% | -13% | -22%
CCN1CCN(CC(=O)Nc2ccc(N(C)C)cc2)CC1 | -4% | 14%[57.1 µM] | -4% | 4% | ? | 1% | 7% | 0% | 7.1µM*
COc1ccccc1NC(=O)c1c(Nc2ccccc2F)sc(C(=O)Nc2cccc(Cl)c2)c1N | 6% | 0% | -6% | -2% | 0% | 3% | -41% | -3% | ?
N#Cc1c(Nc2cccc(F)c2)sc2c(O)cc(=O)[nH]c12 | ? | -7%[57.1 µM] | 18% | 13% | ? | 12% | -25% | -8% | -21%
CCN(CC)CCCN=C1N[C@@H](c2ccccc2)C(C(=O)OC)=C(C)N1CC | 8% | 4%[57.1 µM] | 16% | -3% | ? | 3% | -18% | -6% | 32µM*
NS(=O)(=O)c1cc(C(=O)OCC(=O)c2ccc3c(c2)OCCO3)ccc1Cl | 12% | 6% | 6% | 1% | -7% | 1% | ? | / | -26%
Cc1ccc(C(=O)Nc2cc3cc(Cl)ccc3oc2=O)cc1 | -7% | 21% | 28% | -2% | -13% | -11% | 2% | -3% | -19%
O=c1c(Cc2ccc(F)cc2)c(O)ccn1C1CC1 | -4% | -7% | 54%[activator] | 0% | 0% | -9% | 3%[11.4 µM] | -2% | -20%[11.4 µM]
c1ccc(Cn2cc(CN3CCCCO3)c(-c3ccc4c(c3)OCO4)n2)cc1 | 1% | 19% | 51% | 3% | 3% | 0% | 11% | 8% | 0%
Clc1ccc(CSc2nnc([C@@H]3CCCN3)o2)cc1 | -10% | 19%[57.1 µM] | 57%[activator] | 5% | 82%[activator] | 2% | -42% | -2% | -7%
COCCNC(=O)c1cc(S(=O)(=O)N2CCOCC2)ccc1SCc1cccc(OC)c1OC | -1% | 48%[activator][57.1 µM] | 42%[activator] | -7% | -8% | -9% | -21% | -9% | -3%
Cc1ccc(NC(=O)CSc2nc(NS(=O)(=O)c3ccc(C)cc3)cc(=O)[nH]2)cc1 | ? | 8%[57.1 µM] | 21% | -16% | ? | 1% | 20% | 4% | -33%
CC1CN(c2cc(=O)n(-c3cccc(Br)c3)c(=O)[nH]2)CC(C)O1 (stereo not given) | -4% | ? | 15% | 10% | 7%[57.4 µM] | 2% | -29% | 5% | -12%

Copied from the entries so far, 2 compounds:
SMILES | Pin1 inhibitor | rTrxR1 inhibitor | HP1b chromo inh | ERG Ets-DNA blk | 12-LOX inh | GLS inh | RGS4 inh | Tb PGK inh | JMJD2A Tudor
CS(=O)(=O)N1CCN(c2ccccc2NC(=O)c2cccnc2)CC1 | 3% | -9% | 34% | -10% | 0% | -4% | -36% | -7% | 0%
Cc1cccc(C(=O)Nc2c(C#N)c(C)c(C)n2Cc2ccccc2)c1 | 1% | 12%[57.1 µM] | 17% | 3% | 142%[activator] | 15% | -24% | -3% | -16%

(continued)
SMILES | Pin1 inhibitor | rTrxR1 inhibitor | HP1b chromo inh | ERG Ets-DNA blk | 12-LOX inh | GLS inh | RGS4 inh | Tb PGK inh | JMJD2A Tudor
CCN1CCN(S(=O)(=O)Cc2ccccc2Cl)CC1 | -8% | -3% | 25% | -3% | -12% | -11% | 23% | i | -8%
CCCN1Cc2cccc(C(=O)Nc3ccc(S(=O)(=O)N4CCCCCC4)cc3)c2C1=O | 8% | 27% | 24% | / | 2% | -2% | 2% | / | -10%
CC(=O)NC1=NN(C(C)=O)C2(CCCCC2)S1 | 6% | -14% | 24% | / | -4% | 2% | 16% | / | 0%
O=C(OCc1ccc2c(c1)OCO2)c1ccc(S(=O)(=O)N2CCCCC2)cc1 | 6% | 4% | 28% | -1% | 53%[activator] | 9% | -8% | 5% | 1%
CCOc1ccc(C2=C(C(=O)CC)Sc3nncn3N2C(=O)CC)cc1 | ? | ? | 58%[activator] | 8% | -3% | 10% | -1% | i | 4%
CNC(=S)N/N=C(\C)c1ccc(-n2ccnc2)cc1 | -1% | 0% | 40%[activator] | 1% | -12% | / | 6% | -10% | -19%
O=S(=O)(NCCc1ccc(Cl)cc1)c1cccs1 | 2% | 20% | 48%[activator] | 9% | -7% | 1% | -1% | -1% | 20%
COc1cc(NC(=O)c2ccc(OC)c([N+](=O)[O-])c2)ccc1NC(=O)c1ccco1 | 1% | -3% | 15% | 1% | -7% | 12% | 4% | -6% | -17%
COc1ccc(C2/C(=C(\O)c3ccc(OC)c(Cl)c3)C(=O)C(=O)N2CCN(C)C)cc1 (stereo not given) | 4% | -3% | 30% | 3% | ? | 3% | 0% | -2% | -3%
Cc1ccc(-n2c(-c3ccncc3)n[nH]c2=S)c(C)c1 | -4% | -10% | 32% | -1% | ? | -3% | -16% | -4% | 18µM*
CCCN(C(=O)c1cccs1)c1nnc(-c2ccncc2)s1 | -4% | -9% | 28% | 4% | 29% | 5% | -20% | i | -4%
CCOCCCNCc1cccc(OCc2ccc(F)cc2)c1 | 3% | 7%[11.4 µM] | 39% | -1% | -9% | -8% | -14% | i | 6%
CCCCCCCCCCCNC(=O)c1ccoc1C | ? | 20µM* | 72%[activator] | 2% | ? | 8% | ? | 8% | -3%
CSc1cc(SC)ncn1 | -6% | -12% | 20% | -3% | 4% | -6% | 26% | -1% | -9%
COc1ccc(CCN(C)C(=O)COc2ccc(C(=O)c3ccccc3)cc2)cc1OC | 1% | 7% | 27% | -15% | -1% | -8% | -6% | -10% | -7%
O=C(Nc1c(Br)cc2c(c1Br)Cc1ccccc1-2)C(Cl)Cl | 6% | 15%[11.4 µM] | 25% | -19% | -19% | 1% | 12% | i | -10%

Single records, from the list above:
Profile of CCCN1Cc2cccc(C(=O)Nc3ccc(S(=O)(=O)N4CCCCCC4)cc3)c2C1=O → Pin1 inhibitor: 8%; rTrxR1 inhibitor: 27%; HP1b chromo inh: 24%; ERG Ets-DNA blk: /; 12-LOX inh: 2%; GLS inh: -2%; RGS4 inh: 2%; Tb PGK inh: /; JMJD2A Tudor: -10%
Profile of CCCN(C(=O)c1cccs1)c1nnc(-c2ccncc2)s1 → Pin1 inhibitor: -4%; rTrxR1 inhibitor: -9%; HP1b chromo inh: 28%; ERG Ets-DNA blk: 4%; 12-LOX inh: 29%; GLS inh: 5%; RGS4 inh: -20%; Tb PGK inh: i; JMJD2A Tudor: -4%

Structures above that have a thiophene ring, fused or not:
SMILES | Pin1 inhibitor | rTrxR1 inhibitor | HP1b chromo inh | ERG Ets-DNA blk | 12-LOX inh | GLS inh | RGS4 inh | Tb PGK inh | JMJD2A Tudor
COc1ccccc1NC(=O)c1c(Nc2ccccc2F)sc(C(=O)Nc2cccc(Cl)c2)c1N | 6% | 0% | -6% | -2% | 0% | 3% | -41% | -3% | ?
N#Cc1c(Nc2cccc(F)c2)sc2c(O)cc(=O)[nH]c12 | ? | -7%[57.1 µM] | 18% | 13% | ? | 12% | -25% | -8% | -21%
O=S(=O)(NCCc1ccc(Cl)cc1)c1cccs1 | 2% | 20% | 48%[activator] | 9% | -7% | 1% | -1% | -1% | 20%
CCCN(C(=O)c1cccs1)c1nnc(-c2ccncc2)s1 | -4% | -9% | 28% | 4% | 29% | 5% | -20% | i | -4%

Source: PubChem
